p-CIP stab down = lowers stability of the mouse p/CIP coactivator protein. AID 1984. 290,000 tested, 0.01% active. decrease of EGFP signal, % at 10 µM. Q05BA5. F442A p/CIP-EGFP cells, EGFP fluorescence, 16 h;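 active = EGFP signal decrease of at least 30% at 10 µM or well 3 SD below plate mean, unless failing retest; inactive = the rest, including hits failing retest or dose response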; also: some compounds called inactive have numbers as strong as hits; many of its hits are not listed in these tables
PHOSPHO1 block = blocks human PHOSPHO1 phosphatase activity | Q8TCT1 | recombinant PHOSPHO1, absorbance phosphatase assay | inhibition, % at 13.3 µM | 290,000 tested, 1.1% active | AID 1565; in the data active = inhibition above about 60%
Target sequence (Q8TCT1 whole entry, looked up): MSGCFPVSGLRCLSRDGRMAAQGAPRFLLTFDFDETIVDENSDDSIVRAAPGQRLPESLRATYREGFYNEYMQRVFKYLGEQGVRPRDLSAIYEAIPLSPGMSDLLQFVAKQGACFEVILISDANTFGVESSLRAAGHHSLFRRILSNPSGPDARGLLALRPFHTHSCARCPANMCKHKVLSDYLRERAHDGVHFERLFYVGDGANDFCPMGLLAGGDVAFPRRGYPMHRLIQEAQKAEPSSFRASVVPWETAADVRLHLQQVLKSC
M4 PAM = positive allosteric modulators of human muscarinic M4 receptor; AID 624126; P08173; activation, % at 3 µM; 360,000 tested, 0.4% active; CHO-K1 hM4/Gqi5, Fluo-8 calcium fluorescence, ACh EC20; 0% = ACh EC20, 100% = maximal ACh;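 active = activation above its plate's cutoff, the mean activation of sample wells plus 3 SD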; also: some results filed as inactive read as strong as hits
Target sequence (P08173 whole entry, looked up): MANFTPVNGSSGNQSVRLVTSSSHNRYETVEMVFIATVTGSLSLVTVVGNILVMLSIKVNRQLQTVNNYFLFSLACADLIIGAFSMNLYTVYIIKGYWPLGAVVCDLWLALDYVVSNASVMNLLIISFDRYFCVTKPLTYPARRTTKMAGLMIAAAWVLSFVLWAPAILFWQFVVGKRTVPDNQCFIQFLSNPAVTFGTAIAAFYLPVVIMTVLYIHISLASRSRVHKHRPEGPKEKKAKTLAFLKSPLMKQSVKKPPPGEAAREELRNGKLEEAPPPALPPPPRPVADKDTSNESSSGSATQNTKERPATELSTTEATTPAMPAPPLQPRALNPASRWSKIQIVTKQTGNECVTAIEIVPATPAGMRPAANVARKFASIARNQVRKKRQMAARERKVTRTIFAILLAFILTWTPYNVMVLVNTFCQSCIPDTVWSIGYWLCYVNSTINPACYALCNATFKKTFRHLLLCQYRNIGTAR
CRFBP-R2 block = CRF-BP/CRF-R2 complex antagonism; HEK293 CRF-R2/CRF-BP, CRF-induced calcium fluorescence; inhibition, % at 11.8 µM; 350,000 tested, 0.59% active;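 active = inhibition of the ligand-induced calcium signal above about 50% at the single tested concentration, limit read from the data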
IDE cell inh = inhibitors of human insulin-degrading enzyme in cells; P14735; HEK cells, FAbetaB cleavage, fluorescence polarization; inhibition, % at 5.59 µM; 320,000 tested, 0.41% active;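 active = percent inhibition above the average of all tested compounds plus 3 SD, set per screening campaign, cut at about 16% in these data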;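 also: IDE supplied by intact live HEK cells; FP after avidin binding of uncleaved biotin substrate so inhibition keeps polarization high; 0% = DMSO wells and 100% = 60 µM reference IDE inhibitor Ii1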
CRFR2-BP ag = CRF-BP/CRF-R2 complex agonism | HEK293 CRF-R2/CRF-BP, calcium dye fluorescence (FLIPR); percent of saturating CRF peptide response | activation, % at 13.2 µM | 350,000 tested, 0.46% active | AID 588473;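 active = activation of at least 50%, plus an integration ratio under a set limit after plate pattern correction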;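 also: plate controls were neutral control wells without compound for no effect and CRF at EC100 for full effect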
MEKK3 PB1 HTS = raises or lowers MEK5 binding to the human MEKK3 PB1 domain | Q99759 | bead-based flow cytometry, Alexa488-MEK5 binding to MEKK3; actives lie on both sides; 0 = blocked by unlabeled MEK5, 100 = vehicle | binding response (% of control), % at 10 µM | 290,000 tested, 1.4% active;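 active = binding response more than 3 SD above or below the average of its plate-row segment, actives on both sides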;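 also: Alexa488 bead fluorescence after subtracting the streptavidin-only scavenger bead signal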
IDE cell activ = boosts human insulin-degrading enzyme activity in HEK cells. P14735. FAbeta-B cleavage, fluorescence polarization; 0% vehicle, 100% cell-free pure enzyme wells. activation, % at 5.96 µM. 340,000 tested, 0.073% active. AID 493087;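 active = activation above the mean of all tested compounds plus 3 SD, set per screening campaign, cut at about 17% in these data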
GalR3 antag = antagonists of human GalR3; O60755; 360,000 tested, 0.44% active; inhibition, % at 3 µM; AID 651719; HEK293 GalR3-CNG cAMP membrane potential fluorescence; galR3 body fused to GalR1 C-terminus;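 active = inhibition above the screen-wide average plus 3 SD, cut at about 13% in these data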;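 also: forskolin and galanin both at EC90 stimulate the cells; cAMP rise reported by CNG channel membrane potential dye signal; 0% = forskolin plus galanin with DMSO and 100% = forskolin alone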
Active calls of the source: *; . = not tested or not shown. No enrichment for hits, and some 4.2% of all compounds hit somewhere here.

canonical_smiles,p-CIP stab down,PHOSPHO1 block,M4 PAM,CRFBP-R2 block,IDE cell inh,CRFR2-BP ag,MEKK3 PB1 HTS,IDE cell activ,GalR3 antag
COc1ccccc1N1CCN(C(=O)c2ccc3[nH]c4c(c3c2)CCCC4)CC1,-3,-28,3,-14,3,-1.2,145*,0,-5
O=C(Nc1ccccc1NS(=O)(=O)c1ccc(F)cc1)C1CCCC1,-7,17,-2,3,9,4.6,103,-1,9
CCCCN1C[C@H](c2ccc(Br)cc2)[C@@H](CC(=O)Nc2ccc(Br)cc2)C1=O,.,.,4,-16,.,0.0,.,.,-5
N#Cc1ccccc1/C=C/C(=O)N1CCOCC1,-15,37,-8,-4,6,-0.3,97,4,7
CCN(C(=O)CO/N=C/c1ccc(OC)cc1OC)c1c(N)n(Cc2ccccc2)c(=O)[nH]c1=O,.,.,-1,9,-5,-1.2,.,5,-1
N#Cc1ccccc1NC(=O)Nc1cccs1,4,6,12,4,6,0.0,99,0,-4
CC1CCN(C(=O)Nc2ccc3nsnc3c2)CC1,-9,22,1,8,-1,-0.7,87,1,-2
O=C(NCCc1nc(-c2ccc(F)cc2)no1)c1ccc(F)cc1,.,.,0,-4,3,-1.9,.,3,-3
CCOc1ccccc1NC(=O)CNC(=O)Cc1ccccc1,-4,51,0,52*,6,-0.4,100,2,3
Cc1ccc(NC(=O)CN2C(=O)S/C(=C\c3ccc(-c4cccc(C(=O)O)c4C)o3)C2=O)cc1,-10,26,.,.,4,.,98,.,.
O=C(Nc1ccc(C(=O)O)cc1)/C(=C\C=C\c1ccccc1)NC(=O)c1ccc(Br)cc1,13,-14,-1,7,-2,0.2,92,7,-4
O=C(C1CC1)N1CCc2[nH]c3ccccc3c2C1,-2,6,2,-5,2,1.5,94,8,-3
O=C(NCc1ccc2c(c1)OCO2)C1CCN(C(=O)Nc2ccc(Cl)cc2)CC1,-8,15,0,-9,6,-1.4,100,-1,-3
O=C(Nc1ccc(Cl)c(Cl)c1)c1ccc(Cn2cc(Cl)cn2)cc1,-4,-31,-8,-1,.,4.0,99,0,-4
Cc1cccc(/C=C2\Sc3ccc(C(=O)N4CCC(C(N)=O)CC4)cc3N(C)C2=O)c1,6,23,-7,-4,7,3.9,90,-6,-9
COC(Cn1c(-c2cccc(S(=O)(=O)N(C)C)c2)n[nH]c1=S)OC,16,-91,-1,10,5,2.4,102,-4,1
CCN(CC)CCCNC(=O)C1CCN(C(=O)c2cc3sccc3n2Cc2ccc(F)cc2)CC1,-1,18,3,1,-4,-1.1,.,3,-4
CN(C(=O)c1ccc(NC(=O)Cc2cccc([N+](=O)[O-])c2)cc1)C1CC1,.,.,6,3,2,-1.7,.,1,-4
COc1ccc(C)cc1S(=O)(=O)N(CC(=O)NC1CCCC1)c1ccc(F)cc1,-9,28,17,-11,-4,-0.8,104,5,-1
Cc1c(Cl)cccc1NC(=O)CSc1nc(=O)n(CCCN2CCOCC2)c2c1CCC2,.,.,-4,13,4,-1.6,.,3,-4
CC(C)Cc1cc(C(=O)Nc2sc3c(c2C#N)CCCC3)no1,-6,-3,-3,-16,-3,1.8,108,1,.
COc1ccc(OC)c(C2NC(=O)CCC2[N+](=O)[O-])c1 (centres undefined),-10,42,4,44,-3,-0.9,104,2,-9
COc1ccc(C(=O)N/C(=C\c2cn(C)c3ccccc23)C(=O)NCCCN2CCOCC2)cc1OC,4,26,4,4,2,-0.1,97,5,-8
CS(=O)(=O)N1N=C(c2ccco2)CC1c1cccc([N+](=O)[O-])c1 (centres undefined),-7,2,4,18,2,-4.2,92,7,-5

2 records drawn at random from the list so far:
canonical_smiles,p-CIP stab down,PHOSPHO1 block,M4 PAM,CRFBP-R2 block,IDE cell inh,CRFR2-BP ag,MEKK3 PB1 HTS,IDE cell activ,GalR3 antag
CC(C)Cc1cc(C(=O)Nc2sc3c(c2C#N)CCCC3)no1,-6,-3,-3,-16,-3,1.8,108,1,.
CN(C(=O)c1ccc(NC(=O)Cc2cccc([N+](=O)[O-])c2)cc1)C1CC1,.,.,6,3,2,-1.7,.,1,-4

MEKK3 PB1 HTS, entries above that show a hit
canonical_smiles,p-CIP stab down,PHOSPHO1 block,M4 PAM,CRFBP-R2 block,IDE cell inh,CRFR2-BP ag,MEKK3 PB1 HTS,IDE cell activ,GalR3 antag
COc1ccccc1N1CCN(C(=O)c2ccc3[nH]c4c(c3c2)CCCC4)CC1,-3,-28,3,-14,3,-1.2,145*,0,-5

Later entries.
Structure	p-CIP stab down	PHOSPHO1 block	M4 PAM	CRFBP-R2 block	IDE cell inh	CRFR2-BP ag	MEKK3 PB1 HTS	IDE cell activ	GalR3 antag
CCN(CC)C(C(=O)Nc1ccc(C(C)C)cc1)c1ccc2c(c1)OCO2 (centres undefined)	-4	3	4	-39	-6	-0.1	118	3	-5
CCNC(=O)Nc1cc(S(=O)(=O)Nc2ccc(OC)cc2)ccc1N1CCOCC1	.	.	-4	-3	-5	2.8	.	2	.
CC(C)(C)c1ccccc1NC(=S)NC1CCCC1	5	11	-12	-14	6	0.6	103	2	-1
COc1ccc(OC)c(NS(=O)(=O)c2ccc(-c3coc(C)n3)cc2)c1	-11	20	-2	-10	-4	-0.3	99	4	.
COc1ccccc1Oc1ccc2c(c1)C(=O)N(c1ccc(C)cc1)C2=O	0	-7	1	18	-2	8.2	.	-2	-1
O=C(Nc1ccnc(-c2cccnc2)n1)c1ccc(Cl)c(Cl)c1	-3	1	-8	3	1	-1.1	101	0	-5
Cc1ccccc1Nc1nnc(C)c(=O)n1N	-30	-17	7	3	1	-0.4	98	8	-4
CSc1ncnc2ncn(C)c12	.	.	-2	4	.	0.3	.	2	-4
CCS(=O)(=O)c1nc(S(=O)(=O)c2ccc(C)cc2)c(N2CC(C)CC(C)C2)s1 (centres undefined)	-2	58	-4	-11	3	3.6	102	0	-5
COc1ccc(N2CCN(S(=O)(=O)CCNC(=O)c3cc(=O)c4ccccc4o3)CC2)cc1	-4	32	2	0	-20	-3.1	98	5	-7
COc1ccc2oc(C(=O)Nc3nc(-c4ccccn4)cs3)c(C)c2c1	.	.	8	-5	3	2.8	.	6	0
COc1ccc(CCCC(=O)O)c(C)c1	3	4	7	-29	5	5.7	101	6	-2
CN1CCN(c2ccc(NC(=O)c3cccs3)cc2)CC1	3	-43	10	-11	-1	2.8	109	7	-6
Cc1ccc(-n2ccc(=O)c(C(=O)O)n2)cc1	-2	4	1	-9	3	1.3	108	-2	-6
COc1ccc(C2CC(c3ccc(Br)cc3)Nc3nc(N)nn32)cc1 (centres undefined)	-6	3	5	-18	-3	-1.1	100	-3	-2
COc1ccc(CN(C(=O)CN2C(=O)NC3(CCC(C)CC3)C2=O)C(C)Cc2cccs2)cc1 (centres undefined)	.	.	0	-6	-3	1.7	.	0	-6
CN(C)c1ccc(/C=C2\c3ccccc3C(=O)N2c2ccccc2)cn1	.	.	3	-28	.	29	.	.	-7
CCOC(=O)N1CCC(NC(=O)C2CCCN(S(=O)(=O)c3cccnc3)C2)CC1 (centres undefined)	7	-9	-2	11	-2	-1.0	110	3	.
O=C(O)/C=C/C(=O)N1CCN(c2ccccc2F)CC1	-6	-10	-2	11	1	2.1	106	1	-6
Nc1nnc(SCc2ccc([N+](=O)[O-])cc2)s1	-6	24	10	5	7	-0.9	92	3	-2
Cc1ccccc1-c1ccccc1N	5	26	2	-15	0	-0.1	105	2	1
CCOc1ccc(NC(=O)CSCc2cnn(-c3ccccc3)c2-n2cccc2)cc1	-14	3	-4	-3	-4	1.6	99	6	-3
COn1c(C)c(C(C)=O)c2c3no[n+]([O-])c3ccc21	1	54	5	0	0	0.0	97	4	-1
COc1ccc(/C=C2\N=C(C)OC2=O)cc1[N+](=O)[O-]	0	33	-10	1	1	2.2	107	1	7
COc1ccc(/C=N/NC(=O)c2c(C)nnn2-c2nonc2N)cc1OC	-7	16	-4	8	-4	-0.1	107	-2	-5
CC1CC(C)CN(CCCNC(=O)Cn2ncn3cccc3c2=O)C1 (centres undefined)	-19	13	1	10	-3	-0.7	98	4	-3
COc1ccccc1C(=O)Nc1ccc(C(=O)N2CCCC2)cc1	5	8	1	-3	6	0.1	100	5	-6
COc1ccc(CC(=O)NC(C)CCc2ccccc2)cc1OC (centres undefined)	1	15	-2	8	5	1.5	103	4	-10
Cc1cc(C)c2c(CC(=O)NC(C)C)coc2c1	0	34	-2	10	-4	-2.9	103	0	-1
O=C(NN1C(=O)NC2(CCCCC2)C1=O)c1ccc(-c2ccccc2Cl)o1	.	.	19	-1	5	-0.2	.	-3	-8
CCCn1c(SCC(=O)N2CCCC(C)C2)nnc1-c1ccccn1 (centres undefined)	6	4	0	-7	-7	-1.4	82	4	-9
CCOc1ccc(N(CC(=O)N/N=C/c2ccccn2)S(=O)(=O)c2ccc(Cl)cc2)cc1	-5	26	1	-12	.	-0.3	103	-2	-3
CCCC(=O)N1CC2(C)CN(C(=O)CCC)CC(CCC)(C1)C2=O	4	-55	7	6	1	-2.5	108	3	1
COc1ccc(Nc2ncnc3c2cnn3-c2cccc(C)c2)cc1OC	-4	18	8	-12	.	1.7	106	0	0
Cc1cc(C)c[n+](-c2[nH]c(=O)sc2/C=N/N=C(\[O-])c2cccnc2)c1	-7	31	10	11	4	1.6	95	8	-2
COc1ccc(S(=O)(=O)N2CCOC2CNC(=O)C(=O)NCCc2c[nH]c3ccccc23)cc1C (centres undefined)	-2	4	-9	24	4	1.9	111	1	.
CC(CNc1ccc([N+](=O)[O-])cc1)NC(=O)c1ccccc1Br (centres undefined)	-5	0	1	8	-1	-0.6	66	2	-3
O=C(C[C@H]1C[C@H](C(=O)N2CCOCC2)[C@@]2(CCC3CCCC3)c3[nH]c4cc(-c5ccco5)ccc4c3CCN2C1=O)NCCN1CCOCC1	.	.	8	9	.	7.4	.	3	-6
O=C(CNC(=O)c1ccccc1F)N/N=C/c1ccc2c(c1)OCO2	1	2	-4	-5	3	-0.8	99	2	-6

3 entries from above, with two lines to a compound:
Screens in order – p-CIP stab down	PHOSPHO1 block	M4 PAM	CRFBP-R2 block	IDE cell inh	CRFR2-BP ag	MEKK3 PB1 HTS	IDE cell activ	GalR3 antag
CCOc1ccc(N(CC(=O)N/N=C/c2ccccn2)S(=O)(=O)c2ccc(Cl)cc2)cc1
 : -5	26	1	-12	.	-0.3	103	-2	-3
CCCC(=O)N1CC2(C)CN(C(=O)CCC)CC(CCC)(C1)C2=O
 : 4	-55	7	6	1	-2.5	108	3	1
COc1ccc(Nc2ncnc3c2cnn3-c2cccc(C)c2)cc1OC
 : -4	18	8	-12	.	1.7	106	0	0
